# Screening results (PubChem BioAssay)
# USP1-UAF1 inh: Inhibitors of USP1/UAF1: Primary Screen; Ubiquitin carboxyl-terminal hydrolase 1 (Homo sapiens), O94782; recombinant USP1/UAF1, Ub-Rhodamine cleavage fluorescence; 390,000 tested, 0.23% active; Potency, µM (doses to about 57.1 µM), inactives show top-dose activity change, negative = inhibition, most hits filed as inhibitors; further: potency means the concentration at half of the fitted maximal effect; on the % scale 0 is the no-effect control and ±100 the full control effect; nearly all actives have a fitted effect of over 60% in size; inactives centre near -12
#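 Step one: compound is pinned into 1nM USP1/UAF1 in HEPES pH 7.8 buffer with TCEP. Step two: 15 min room-temperature incubation. Step three: Ub-Rho (150nM final) starts cleavage, tracked by fluorescence over six one-minute reads.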
# TRHR enhancer: qHTS for Small Molecule Agonists and Allosteric Enhancers of Human TRH Receptor: Primary Screen for Enhancers; enhancement, % at 2 µM; 360,000 tested, 0.66% active; Thyrotropin-releasing hormone receptor (Homo sapiens), P34981; TRHR cells, fluo-8 calcium fluorescence, EC20 TRH enhancement; in the data active means enhancement above about 30%; further: 0% is about no effect
#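 Enhancer read-out: after compound pinning and an initial kinetic agonist-mode read, an EC20 of TRH (10 nM final) was injected and fluo-8 calcium signal (Ex 480/Em 530) followed at 1 s/cycle for 100 cycles in TRHR-expressing cells.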
# IDH1 R132H inh: qHTS for Inhibitors of mutant isocitrate dehydrogenase 1 (IDH1): qHTS; Isocitrate dehydrogenase [NADP] cytoplasmic (Homo sapiens), O75874; IDH1-R132H enzyme, NADPH consumption, diaphorase/resazurin fluorescence; Potency, µM (top dose mostly 76.6 µM), inactives show at the highest dose activity change, negative = inhibition, usual class: inhibitors; 390,000 tested, 0.093% active; further: potency means the concentration at half of the fitted maximal effect; on the % scale 0 is the no-effect control and ±100 the full control effect; nearly all actives have a fitted effect of over 65% in size
#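 IDH1-R132H (0.5 ug/mL dispensed) in pH 7.5 Tris buffer was preincubated 30 min with compound, then given a substrate mix of 0.016 mM NADPH and 2 mM alpha-KG for 80 min at room temperature; remaining NADPH was read by diaphorase/resazurin fluorescence.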
# TRHR agonist: qHTS for Small Molecule Agonists and Allosteric Enhancers of Human TRH Receptor: Primary Screen for Agonists. TRHR cells, calcium flux fluo-8, FDSS agonist mode. activation, % at 2 µM. 360,000 tested, 0.18% active; in the data active means activation above about 30%; further: 0% is about no effect
#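 Steps: seed TRHR cells overnight; add fluo-8 no-wash Ca dye, RT 30 min–1.5 h; record 10 s baseline; pin-transfer compounds; monitor fluorescence 1 cycle/s for the agonist window. Calcium increases flag candidate agonists.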
# rTrxR1 inhibitor: qHTS Assay for Inhibitors of Mammalian Selenoprotein Thioredoxin Reductase 1 (TrxR1): qHTS; Thioredoxin reductase 1, cytoplasmic (Rattus norvegicus), O89049; Potency, µM (series often up to 114 µM), without a hit: top-dose activity change, negative = inhibition, usual class: inhibitors; AID 588453, 2011; recombinant rTrxR1, NADPH fluorescence consumption, selenite substrate; 390,000 tested, 1% active; further: potency means the concentration at half of the fitted maximal effect; on the % scale 0 is the no-effect control and ±100 the full control effect; nearly all actives have a fitted effect of over 65% in size
# Target sequence (O89049 whole entry, looked up): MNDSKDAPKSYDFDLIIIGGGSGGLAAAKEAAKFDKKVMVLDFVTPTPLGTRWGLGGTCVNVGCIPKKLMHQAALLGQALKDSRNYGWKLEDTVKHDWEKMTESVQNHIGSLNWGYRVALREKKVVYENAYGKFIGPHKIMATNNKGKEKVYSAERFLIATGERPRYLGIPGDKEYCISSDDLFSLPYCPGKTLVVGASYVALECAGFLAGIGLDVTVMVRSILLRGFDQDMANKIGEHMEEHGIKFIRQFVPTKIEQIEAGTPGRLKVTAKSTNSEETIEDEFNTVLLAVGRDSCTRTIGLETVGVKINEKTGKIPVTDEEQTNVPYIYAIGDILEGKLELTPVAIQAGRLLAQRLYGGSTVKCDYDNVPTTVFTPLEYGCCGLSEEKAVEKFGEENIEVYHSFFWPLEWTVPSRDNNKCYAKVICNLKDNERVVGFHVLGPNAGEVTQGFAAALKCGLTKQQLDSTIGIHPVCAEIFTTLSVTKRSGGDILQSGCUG
#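 Rat TrxR1 (90 nM in the dispensed reagent) was pre-reduced with 400 uM NADPH for 5 min at room temperature, then incubated with compound for 15 min. After 400 uM selenite was added, NADPH fluorescence (Ex 340/Em 450 nm) was followed for 8 min.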
# Pin1 inh: qHTS Assay to Find Inhibitors of Pin1; 390,000 tested, 0.009% active; Peptidyl-prolyl cis-trans isomerase NIMA-interacting 1 (Homo sapiens), Q13526; AID 504891, 2011; Potency, µM (highest dose often 115 µM), for the others: top-dose activity, negative = inhibition, usual class: inhibitors; Pin1 FP peptide displacement, HiFluor488, 10 min; active means well fitted inhibition curve with a large enough effect in the polarisation, with a control signal flat, not every such curve was filed as active; inconclusive means small, poorly fitted or top-dose-only effect, or effect the other way, or a change in a side signal; inactive means no such curve, though single readings can be large or run the other way; the % refers to the polarisation; further: potency means the concentration at half of the fitted maximal effect; on the % scale 0 is the no-effect control and ±100 the full control effect
# Target sequence (Q13526 whole entry, looked up): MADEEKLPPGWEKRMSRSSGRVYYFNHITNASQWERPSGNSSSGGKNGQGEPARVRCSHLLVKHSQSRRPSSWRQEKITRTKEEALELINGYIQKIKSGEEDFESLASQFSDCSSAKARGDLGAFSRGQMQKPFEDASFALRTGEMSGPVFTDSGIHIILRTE
# D2 agonist: HTS Assay for Allosteric Agonists of the Human D2 Dopamine Receptor: Primary Screen for Agonists. HEK293 T-REx D2 cells, calcium flux agonist mode. activation, % at 2 µM. 340,000 tested, 0.53% active. AID 485358, 2010;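 active means activation over 3 SD above normal in the single-dose calcium agonist read, cut at about 30% in these data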; further: 0% is about no effect
#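 Tetracycline-induced HEK293 Trex cells with D2 receptor force-coupled to calcium signaling, plated overnight at 30 C and loaded with no-wash calcium dye. Calcium flux read kinetically for 180 s after compound addition; responses flag agonists.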
# D2 antag: HTS Assay for Allosteric Antagonists of the Human D2 Dopamine Receptor: Primary Screen for Antagonists; D(2) dopamine receptor (Homo sapiens), P14416; HEK293 TREx D2 cells, calcium flux, dopamine EC80; inhibition, % at 10 µM; 340,000 tested, 2% active; AID 485344, 2010; in the data active means inhibition above about 30%; further: 0% is about no effect
#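 Tetracycline-induced HEK293 T-REx cells expressing D2 force-coupled to calcium signalling were dye-loaded, exposed to compound for 180 s, then challenged with an EC80 of dopamine; calcium flux was followed kinetically for a further 180 s.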
# TrxR1 substrate: qHTS Assay for Substrates of Mammalian Selenoprotein Thioredoxin Reductase 1 (TrxR1): qHTS; Thioredoxin reductase 1, cytoplasmic (Rattus norvegicus), O89049; purified TrxR1 substrate turnover, NADPH consumption readout; Potency, µM (series often up to 114 µM), for inactives: top-dose activity change, negative = substrate turnover; 390,000 tested, 0.01% active; AID 588456, 2011; further: potency means the concentration at half of the fitted maximal effect; on the % scale 0 is the no-effect control and ±100 the full control effect; nearly all actives have a fitted effect of over 50% in size
#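 Rat TrxR1, dispensed at 90 nM, was prereduced with 400 uM NADPH (final) for 5 min at ~22 deg C, then incubated with compound 15 min before 400 uM selenite. A first-read NADPH fluorescence drop versus no-compound background flagged substrates.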
# An asterisk follows results filed as active; ? = inconclusive; · = not tested or not shown; & = joins results of further samples; [ ] = dose if it differs, or a comment. Unless noted, the call rests on the fitted dose curve; in most records, active means well fitted inhibition curve with a large enough effect; inconclusive means small, poorly fitted or top-dose-only effect; inactive means no such curve, though single readings can be large or run the other way. This is a subset; rates above refer to the full screens.
SMILES,USP1-UAF1 inh,TRHR enhancer,IDH1 R132H inh,TRHR agonist,rTrxR1 inhibitor,Pin1 inh,D2 agonist,D2 antag,TrxR1 substrate
CCCCCn1c(CCCNC(=O)c2ccccc2OC)nc2ccccc21,-16%,-4,-1%,-0.4,-1%,3%,-1.1,·,-7%
CC(C)(C)OC(=O)NCc1ccc(CNC(=O)c2nc[nH]c2C(=O)N2CCc3ccccc3C2)cc1,-20%,0,-11%,0.0,4%,-5%,0.7,6,-8%
CN(C)CCN(C(=O)c1ccc2ccccc2c1)c1nc2ccc(F)cc2s1,-17%,-1,-5%,0.3,16%,1%,-0.2,-8,-7%
NS(=O)(=O)c1cccc(C(=O)NC2CCSc3ccccc32)c1 (configuration not stated),-1%,3,7%,-0.3,19%[0.457 µM],0%,2.0,-5,6%
O=C(CCn1cccc1)NC1CCCc2ccccc21 (configuration not stated),-2%,8,4%,-0.6,-13%,-8%,-0.8,0,2%
CC(C)N(C(=O)NC(=O)NCC1CCCO1)S(C)(=O)=O (configuration not stated),-14%,7,-1%,-0.2,34%,1%,·,·,19%
COC(=O)CC(NC(=O)c1ccc(C)cc1)c1ccc2c(c1)OCO2 (configuration not stated),-17%,-3,-2%,0.6,-14%,-6%,0.1,-1,-9%
O=C(NCCCN1CCOCC1)/C(=C/c1cccs1)NC(=O)c1ccccc1,-18%,-2,9%,1.4,20%[57.1 µM],2%,-2.9,-14,-17%[57.1 µM]
CCC(=O)c1ccc(OCC(=O)OCC(=O)Nc2c(C)n(C)n(-c3ccccc3)c2=O)cc1,-13%,3,0%,-0.4,-5%,14%,-0.2,15,-2%
Cc1sc2nc(CN3CCOCC3)nc(Oc3ccc(NC(=O)c4ccco4)cc3)c2c1C,-12%,16&12,4%,-0.3&-0.9,-20%,1%,2.4&-0.6,-23&-7,-1%
COC(=O)c1ccccc1NS(=O)(=O)c1ccc2[nH]c(=O)[nH]c2c1,-15%,1,-7%,0.3,-7%,-3%,0.6,9,-7%
Cc1cc(N2CCN(S(=O)(=O)c3ccccc3)CC2)nc2c(C)cccc12,-12%,8,-2%,1.7,9%,1%,0.2,-8,3%
CC1CCCCN1C(=O)CSc1ccc(-c2ccc(F)cc2)nn1 (configuration not stated),-5%,-2,6%,0.8,4%,-6%,-0.6,-19,2%
CC(C)n1cc(C(N)=S)c(=O)n(Cc2ccccc2)c1=O,-16%,14,-9%,-0.8,-12%,-2%,0.5,-15,-9%
COc1ccc(C2c3ccsc3CCN2C(=O)NC(C)(C)C)cc1 (configuration not stated),-11%,17,5%,0.8,25%,3%,-0.3,-3,-2%
CN(CC(=O)Nc1c(Cl)cccc1Cl)C(=O)C1=COCCO1,-12%,7,7%,0.4,-7%,-10%,0.3,-1,-5%
Cc1cccnc1NC(=O)c1cccc(NC(=O)CC2SC(N3CCCCC3)=NC2=O)c1 (configuration not stated),-7%,-8,10%,0.3,22%,-5%,0.9,26,4%
COc1ccc(-n2sc3c(c2=S)-c2cc(OC)ccc2NC3(C)C)cc1,-23%,-2,1%,-0.1,-3%[57.1 µM],-9%,-1.2,-3,4%[57.1 µM]
CCc1nnc(NC(=O)c2ccc(OCc3c(C)noc3C)c(OC)c2)s1,-21%,-2,5%,-0.8,13%,0%,-2.7,4,4%
O=C(O)Cn1nc2ccccc2n1,-21%,1,5%,0.2,6%,-5%,0.2,-13,1%
COc1ccc(NC(=O)CCc2nnc3ccc(N4CCC5(CC4)OCCO5)nn23)cc1,-7%,-3,6%,0.1,7%,-6%,0.4,-8,0%
CC(C)[C@H](NC(=O)N1CCn2c1nc1ccccc12)C(=O)N[C@@H](Cc1ccccc1)C(=O)O,-15%,-6,-8%,0.2,16%,-13%,0.4,-6,7%
CCOC(=O)N1CCN(C(=O)CN(C2CCCCC2)S(=O)(=O)c2ccc(F)cc2)CC1,-11%,-8,3%,0.0,25%,0%,0.1,-8,12%
COc1ccc(OC)c(S(=O)(=O)N2CCC3(CC2)CC(=O)c2ccccc2O3)c1,-20%,-2,4%,-0.3,24%,1%,0.3,-6,14%
CCCNC(=O)C(Cc1ccc(OC)cc1)NC(=O)c1ccc(C#N)cc1 (configuration not stated),-2%,-5,2%,-0.5,17%[57.1 µM],6%,-0.5,-11,13%[57.1 µM]
Cc1ccc(Cn2c(=O)n(-c3ccc(C)cc3)c(=O)c3c2c2cc(C)ccc2n3C)cc1,-5%,-1,-15%,0.3,17%,-6%,0.6,·,2%
O=C(CC1SC(N2CCCC2)=NC1=O)Nc1ccc(C(=O)Nc2ccccc2)cc1 (configuration not stated),-18%,0,1%,-0.6,2%,0%,-0.8,26,-2%
Cc1cc(C)c(C(=O)NCC(=O)c2ccccc2)c(C)c1,-17%,·,2%,·,1%,-2%,·,·,-4%
N#CCc1c(C#N)c(N)nc(N2CCN(S(=O)(=O)c3ccccc3F)CC2)c1C#N,-19%,2,1%,-0.4,18%[57.1 µM],?,0.8,2,9%[57.1 µM]
Cc1cc(-c2nnc(SCC(=O)c3ccc(F)cc3)o2)no1,-15%,1,9%,0.6,10%[57.1 µM],6%,-0.3,-4,6%[57.1 µM]
COC(C(=O)Nc1ccccc1F)c1ccccc1 (configuration not stated),-21%,-1,3%,-0.4,20%[57.1 µM],-11%,-0.6,9,-7%[57.1 µM]
O=c1[nH]c(=O)n(Cc2ccccc2)c2nc(-c3ccc(Oc4ccc(F)cc4)c([N+](=O)[O-])c3)n(CCO)c12,-12%,-12,7%,0.3,-9%,16%,-0.6,14,-7%
COc1ccccc1NC(=O)c1cc(C(=O)Nc2ccccc2OC)n(C)n1,-6%,·,-7%,·,-2%,-4%,·,·,45%[activator]
CCOC(=O)c1ccc(NC(=O)N2CCCCCC2)cc1,-7%,3,10%,0.5,7%,-3%,0.8,6,-2%
CCOc1ccc(Nc2oc(-c3ccc(COc4ccc(OC)cc4)o3)nc2C#N)cc1,22%,2,20%,0.0,13%,0%,0.3,·,-2%
COc1ccc(Cl)cc1NC(=O)NC(C)C,-20%,-1,0%,0.2,27%,0%,0.2,9,5%
COc1cc(OC)cc(N(C(=O)C2COc3ccccc3O2)C(C(=O)NC2CCCCC2)c2ccc(O)cc2)c1 (configuration not stated),-4%,-4,1%,0.5,-3%,4%,-0.8,-4,-9%
COc1ccc(C(=O)Nc2nnc(S(=O)(=O)N(C)Cc3ccccc3)s2)cc1,-11%,1,16%,0.5,13%,10%,0.4,0,1%
Cc1oc2c(cc(NS(=O)(=O)c3ccc(F)cc3)c3ccccc32)c1C(=O)O,?,7,10%,-1.1,-2%,?,-3.1,0,6%
